Assay outcomes (PubChem)
ALDH1A1 inh – inhibitors of human aldehyde dehydrogenase 1A1; P00352; Purified ALDH1A1, NADH fluorescence, propionaldehyde substrate; Potency, µM (highest dose often 75.3 µM), inactives show top-dose activity, negative = inhibition, most hits filed as inhibitors; hit rate 7.3% among 220,000; AID 1030; active means well fitted inhibition curve with a large enough effect, not every such curve was filed as active; inconclusive means small, poorly fitted or top-dose-only effect, or another doubt; inactive means no such curve, though single readings can be large or run the other way;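 further: plate controls were no enzyme wells and a reference inhibitor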
aGal spleen mod – alpha-galactosidase A (human) modulation | human spleen homogenate, 4MU-alpha-Gal fluorescence, 40 min | P06280 | hit rate 0.008% among 240,000 | Potency, µM (titrated, usually from 80 µM), for the others: at the top dose activity change, negative = inhibition, hits mostly inhibitors;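 further: 0% = enzyme with vehicle and -100% = no enzyme basal signal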
Target sequence (P06280 32-429 limits assumed): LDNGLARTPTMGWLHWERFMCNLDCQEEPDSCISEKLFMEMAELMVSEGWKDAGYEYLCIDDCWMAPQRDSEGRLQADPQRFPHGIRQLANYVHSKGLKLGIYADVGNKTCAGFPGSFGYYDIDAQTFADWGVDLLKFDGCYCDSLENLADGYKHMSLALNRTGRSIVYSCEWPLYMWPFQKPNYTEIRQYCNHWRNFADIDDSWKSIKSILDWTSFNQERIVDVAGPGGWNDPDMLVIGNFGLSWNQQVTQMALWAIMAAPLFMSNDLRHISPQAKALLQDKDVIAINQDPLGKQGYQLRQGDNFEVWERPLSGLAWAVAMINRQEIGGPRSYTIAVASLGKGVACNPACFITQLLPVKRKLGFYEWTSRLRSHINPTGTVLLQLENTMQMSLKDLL
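Spleen homogenate 1 ug + cpd (titration) + 4-MU-alpha-D-galactopyranoside 1 mM; 37C 40 min; 50 mM citrate/phosphate pH 5.0, 0.01% Tween-20; stop pH 10; fluorescence 365/440; AC50 via Hill.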
GAA glycogen mod – alters human alpha-glucosidase cleavage of glycogen | AID 2100 | P10253 | Potency, µM (doses to about 76.4 µM), without a hit: at the top dose activity change, negative = inhibition, usual class: inhibitors | hit rate 0.38% among 300,000 | recombinant GAA, glycogen substrate, Amplex Red glucose oxidase fluorescence;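 further: 0% = full enzyme reaction and -100% = no-enzyme basal signal; the screen sought inhibitors and activators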
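qHTS, 1536-well; enzyme 4 nM final; cpd up to 77 uM; substrate bovine liver glycogen 30 ug; 50 mM citrate/phosphate pH 5.0, 0.01% Tween-20; 37 C, 40 min; Amplex Red detection 45 min RT; Hill fit → AC50.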
SMN2 splice enh – SMN2 splice variant enhancement | HEK293 SMN2-luciferase splicing reporter, luminescence, 30-36 h | Potency, µM (highest dose often 46.1 µM), inactives show top-dose activity change, positive = activation, hits mostly activators | hit rate 2.8% among 210,000 | AID 1458; further: % of control where 0% means no effect; nearly all actives have a fitted effect of over 55% in size
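HEK293 cells carry an SMN2 minigene-luciferase reporter in which exon 7 inclusion puts luciferase in frame. Cells were seeded at 2000 cells/well, attached for 10-12 hours, then exposed to compounds for 30-36 hours at 37C before ONE-Glo luminescence.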
GAA inh – alpha-glucosidase (human) inhibition | purified human GAA, 4-MU-alpha-glucoside fluorescence | Potency, µM (titrated, usually from 76.9 µM), inactives show at the highest dose activity change, negative = inhibition, actives largely listed as inhibitors | hit rate 0.005% among 200,000 | AID 1466;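 further: plate controls were uninhibited enzyme wells for no effect and no-enzyme background for full effect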
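Read-out is 4-methylumbelliferone fluorescence (Ex 365/Em 440 nm) after NaOH/glycine stop at pH 10. Enzyme 4 nM, substrate 400 uM, pH 5.0 citrate buffer, 20 min room temperature; AC50 from Hill-equation concentration-response.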
KDM4E inh – inhibitors of human JMJD2E histone demethylase; B2RXH2; JMJD2E catalytic domain, FDH-coupled NADH fluorescence (FDH is formaldehyde dehydrogenase); Potency, µM (titrated, usually from 57.1 µM), for the others: top-dose activity change, negative = inhibition, actives largely listed as inhibitors; hit rate 1.6% among 230,000; AID 2147; active means well fitted inhibition curve with a large enough effect, not every such curve was filed as active; inconclusive means small, poorly fitted or top-dose-only effect, or another doubt; inactive means no such curve, though single readings can be large or run the other way;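 further: 0% = wells with enzyme and -100% = buffer wells without enzyme; nearly all actives have a fitted effect of over 50% in size; many of its hits are not listed in these tables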
Target sequence (B2RXH2 1-337 limits assumed): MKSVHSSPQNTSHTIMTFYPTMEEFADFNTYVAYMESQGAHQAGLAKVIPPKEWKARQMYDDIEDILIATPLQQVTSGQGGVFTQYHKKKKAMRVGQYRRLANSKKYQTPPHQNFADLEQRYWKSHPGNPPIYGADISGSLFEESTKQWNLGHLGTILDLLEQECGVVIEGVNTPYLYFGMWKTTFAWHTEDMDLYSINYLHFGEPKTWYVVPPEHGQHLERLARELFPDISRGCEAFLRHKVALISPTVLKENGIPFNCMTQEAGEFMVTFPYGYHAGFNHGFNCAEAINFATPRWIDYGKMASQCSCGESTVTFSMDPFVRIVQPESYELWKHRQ
GoLoco inh red – inhibitors of human Gai1-RGS12 GoLoco interaction (red fluorophore) | Gai1:RGS12 GoLoco peptide FP, rhodamine, 10 min | Potency, µM (top dose mostly 61.6 µM), inactives show top-dose activity, negative = inhibition, hits mostly inhibitors | hit rate 0.44% among 230,000; active means well fitted inhibition curve with a large enough effect, not every such curve was filed as active; inactive means no such curve, though single readings can be large or run the other way; further: on the % scale 0 is the no-effect control and ±100 the full control effect; nearly all actives have a fitted effect of over 30% in size; many of its hits are not listed in these tables
Target sequence (P63096 whole entry, looked up): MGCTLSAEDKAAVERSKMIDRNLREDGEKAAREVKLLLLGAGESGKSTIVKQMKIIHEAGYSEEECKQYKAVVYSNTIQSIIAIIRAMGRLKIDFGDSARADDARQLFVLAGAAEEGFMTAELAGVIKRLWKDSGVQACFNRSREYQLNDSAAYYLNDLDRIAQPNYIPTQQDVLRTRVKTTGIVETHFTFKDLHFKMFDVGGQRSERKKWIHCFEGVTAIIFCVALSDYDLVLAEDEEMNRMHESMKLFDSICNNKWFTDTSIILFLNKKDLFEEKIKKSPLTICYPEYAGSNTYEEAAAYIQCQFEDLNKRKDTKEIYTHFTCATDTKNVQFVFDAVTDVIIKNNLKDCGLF
GAA spleen mod – inhibits or activates alpha-glucosidase in human spleen homogenate. Potency, µM (doses to about 79.9 µM), for inactives: top-dose activity change, negative = inhibition, most hits filed as inhibitors. human spleen homogenate, 4-MU-alpha-glucoside fluorescence. P10253. hit rate 0.006% among 240,000;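 further: 0% = enzyme with vehicle and -100% = no enzyme basal signal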
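Enzyme source: human spleen homogenate, 1 ug/well. Buffer 50 mM citric acid/K phosphate pH 5.0, 0.01% Tween-20. 4-MU-alpha-glucoside 1 mM; 37 C x 40 min; NaOH/glycine stop; fluorescence.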
* marks the source's active call; other numbers are inactive results; ? = inconclusive; . = no result given; [ ] = remark or other dose. Unless noted, the call rests on the fitted dose curve; in most records, active means well fitted curve in the direction sought with a large enough effect; inconclusive means small, poorly fitted or top-dose-only effect, or another doubt; inactive means no such curve, though single readings can be large; an effect the other way counts as inactive or inconclusive. Potency means the concentration at half of the fitted maximal effect. Some of the compounds tested; count on the stated rates, not on these rows.

SMILES | ALDH1A1 inh | aGal spleen mod | GAA glycogen mod | SMN2 splice enh | GAA inh | KDM4E inh | GoLoco inh red | GAA spleen mod
O=C(CC(C(=O)N1CCc2ccccc21)n1ccnc1)N1CCc2ccccc2C1 (stereo not given) | -13% | -9% | 1% | 5% | -1% | -13% | 2% | -5%
CN(C)/C=N/c1nc(-c2ccc3c(c2)OCO3)cs1 | ? | -1% | 3% | 14µM* | ? | 3% | 7% | 1%
CCOC(=O)/C(C#N)=C/N1CCOCC1 | . | 9% | 9% | . | . | 1% | -18% | -1%
O=C(O)c1ccc(-c2ccc(O)c(F)c2)cc1 | 12% | 9% | 2% | 12% | -11% | ? | 15% | -13%
Cc1c(C(=O)O)cccc1-n1c(C)cc(/C=C(/C#N)C(=O)NCc2ccccc2)c1C | 3% | 7% | 6% | -17% | 3% | -1% | 1% | -2%
Cc1ccc(CNC(=O)CCS(=O)(=O)c2cccc3nonc23)cc1 | 40µM* | -3% | 5% | -2% | 1% | 2% | 1% | 6%
c1ccc2nc3c(nc2c1)[nH]c1ccccc13 | 5% | 0% | -8% | 11µM* | -5% | 1% | -3% | -1%
Cc1cccc(NS(=O)(=O)c2cccc3nsnc23)c1 | 9% | 9% | 5% | 4% | 8% | 0% | 4% | -14%
Cc1nc2ccccc2c(=O)n1/N=C/c1ccc(N(C)C)cc1 | 16µM* | -7% | 5% | 1% | -13% | -7% | 2% | -11%
CCNc1c([N+](=O)[O-])c(=O)oc2ccccc12 | 18µM* | 5% | -1% | . | 11% | -24% | 5% | 1%
CSc1cccc(NC(=O)c2c(Cl)cnn2C)c1 | -1% | -1% | 4% | 25% | 0% | -4% | -3% | 3%
COC(=O)CSc1snnc1-c1ccc(Cl)c(Cl)c1 | 0% | 7% | -2% | -2% | -4% | -3% | 7% | 9%
CC12CCC(=O)N1C(C(=O)OCC(=O)Nc1sccc1C#N)CS2 (stereo not given) | -15% | 6% | -13% | 7% | -6% | -7% | 34%[activator] | -4%
CCC/C(O)=C1\C(=O)CC(C)(C)CC1=NCc1ccccc1 | . | 1% | 2% | . | . | 10% | 5% | 0%
CCOC(=O)CSc1nc(N)c(C#N)c(-c2ccc(OCC)cc2)c1C#N | ? | 6% | 5% | 4% | -4% | ? | 10% | 2%
Cc1nn(Cc2ccccc2)c(C)c1NC(=O)CSc1nnc(-c2cc(Cl)ccc2O)n1C | ? | -2% | 9% | -56%[inhibitor] | -10% | -7% | -2% | 10%
COC(=O)c1cc(C)sc1NC(=O)C1CC(=O)NN1Cc1ccccc1 (stereo not given) | -1% | 1% | -28% | 25% | 1% | -19% | 9% | 0%
O=C1CSC(=S)N1N=C1CCCCCC1 | -7% | 16% | ? | -5% | 0% | -2% | -2% | 5%
COC(=O)C1CC(Cl)CN1c1ncc(C(F)(F)F)cc1Cl (stereo not given) | -2% | 3% | 7% | 3% | -8% | -9% | -7% | -7%
COCc1ccc([C@@H]2C[C@H]3CN(Cc4cccc(Cl)c4)C(=O)[C@]34CCCN24)o1 | 2% | 4% | -6% | 1% | ? | -4% | 19% | -6%
COc1cc(NC(=S)N2CCN(c3ccccn3)CC2)cc(OC)c1 | -6% | 0% | 2% | . | -3% | -14% | . | 1%
CN1CCN(/C=N/c2c(C#N)cnn2-c2ccccc2)CC1 | 6% | -4% | -13% | ? | -5% | 0% | 0% | -7%
COc1ccc(C(=O)NC(C(=O)NCc2ccccc2OC)C(C)C)cc1 (stereo not given) | 6% | 3% | -7% | 4% | 2% | -8% | 2% | 5%
CCOC(=O)Cc1csc(NC(=O)c2ccc(C)cc2)n1 | 9% | 3% | 4% | . | 4% | -1% | 10% | 1%
CCN(CC)c1c2c(c(C#N)c3nc4ccccc4n13)CCC2 | 0% | -4% | 3% | -17% | -5% | -15% | -2% | 0%
COc1cc(NC(=S)Nc2ccccn2)c(OC)cc1Cl | 15% | 1% | -13% | ? | -6% | 9% | 0% | -10%
CCOC(=O)N1CCC(NC(=O)CS(=O)(=O)Cc2nc(-c3cccc(OC)c3)oc2C)CC1 | 3% | 5% | 8% | -16% | 3% | 0% | 6% | -6%
O=[N+]([O-])c1ccc(COc2cccc(CNc3ccc(Br)cc3)c2)cc1 | -8% | 1% | 5% | . | 2% | -15% | . | 1%
CCn1nc(C)c(NC(=O)c2cc(Br)ccc2Cl)c1C | 3% | 7% | 2% | 2% | -6% | 14% | 9% | 0%
Cc1ccc(C2CC2c2n[nH]c(=S)n2-c2cccc(Cl)c2)cc1 (stereo not given) | -2% | 3% | -24% | 3% | -24% | 0% | 12% | -2%
c1ccc2c(c1)ncn2CCC1CCCCC1 | -6% | 6% | -1% | -6% | -1% | 1% | -2% | -19%
CCCCc1nc(NCCN2CCOCC2)c(C#N)c2c1COC(C)(C)C2 | 11µM* | 8% | -6% | -9% | 0% | ? | 5% | -4%
CCN1C(=O)CSc2ccc(C(=O)NCc3ccccc3OC)cc21 | 10µM* | -1% | 3% | -2% | -4% | 3% | -20% | -2%
CC(=NCc1cccc(Cl)c1)c1nc(-c2ccco2)oc1O | 18µM* | 3% | -12% | -33%[inhibitor] | ? | 8% | 8% | -2%
Cc1nc2ccc(NC(=O)N3CCSCC3)cc2s1 | 2% | 1% | 3% | ? | 0% | -5% | 8% | 5%
COc1cc(-c2n[nH]c(=S)n2-c2cccc(C(F)(F)F)c2)cc(OC)c1OC | -18% | 6% | ? | ? | -3% | -4% | -14% | -3%
CS(=O)(=O)N(CC(=O)N1CCc2ccccc2C1)Cc1ccc(Cl)cc1 | ? | -1% | -3% | -19% | -3% | -4% | -7% | -3%
CCN1CCN(/C=N/c2nc3c(s2)CCCC3)CC1 | -7% | 16% | 3% | -4% | 0% | 2% | 2% | -5%
CCC(=O)NC(=S)Nc1ccc(NC(=O)c2ccco2)cc1 | 1% | -11% | 5% | 17% | 7% | 13% | -3% | -1%
CCN1C(=O)C(O)(CC(=O)c2c(C)coc2C)c2ccccc21 (stereo not given) | ? | 0% | 12% | . | . | 2% | 4% | -3%
CCOC(=O)CC(=O)Nc1ccc(C(=O)OCC)cc1 | -5% | -2% | 4% | -4% | 3% | 6% | 14% | -1%
CC1CCN(C(=O)c2ccc(NC(=O)C3CCCO3)cc2)CC1 (stereo not given) | ? | 5% | 5% | -6% | -3% | 2% | -6% | 1%
Clc1ccccc1C1=Nn2c(nnc2-c2ccco2)SC1 | . | 12% | 3% | . | . | 2% | 5% | 1%
Cc1nc2sc(C(c3ccccc3)N3CCN(C)CC3)c(O)n2n1 (stereo not given) | . | 4% | 6% | . | . | 17% | 1% | -2%
COc1ccc(Cl)cc1C(=O)N1CCN(c2ccccn2)CC1 | ? | -1% | 7% | -7% | 1% | ? | -7% | -4%

Part of the list above in order of SMILES length, falling.
SMILES | ALDH1A1 inh | aGal spleen mod | GAA glycogen mod | SMN2 splice enh | GAA inh | KDM4E inh | GoLoco inh red | GAA spleen mod
CS(=O)(=O)N(CC(=O)N1CCc2ccccc2C1)Cc1ccc(Cl)cc1 | ? | -1% | -3% | -19% | -3% | -4% | -7% | -3%
CC1CCN(C(=O)c2ccc(NC(=O)C3CCCO3)cc2)CC1 (stereo not given) | ? | 5% | 5% | -6% | -3% | 2% | -6% | 1%
COc1ccc(Cl)cc1C(=O)N1CCN(c2ccccn2)CC1 | ? | -1% | 7% | -7% | 1% | ? | -7% | -4%
Clc1ccccc1C1=Nn2c(nnc2-c2ccco2)SC1 | . | 12% | 3% | . | . | 2% | 5% | 1%

Next part
SMILES | ALDH1A1 inh | aGal spleen mod | GAA glycogen mod | SMN2 splice enh | GAA inh | KDM4E inh | GoLoco inh red | GAA spleen mod
Cc1cc(OCCOc2cccc3cccnc23)cc(C)c1Cl | 11% | 8% | -2% | -17% | -8% | ? | 4% | -3%
c1ccc(CCn2nnnc2C(c2cccs2)N2CCOCC2)cc1 (stereo not given) | -9% | -13% | -16% | 7% | -2% | 7% | -1% | 1%
Cc1cccc(C)c1NC(=O)C1c2cccc[n+]2CC(=O)N1Cc1ccc2c(c1)OCO2 (stereo not given) | ? | 2% | 1% | 6% | 1% | -8% | -28% | 3%
Cc1ccc(C)c(C2=CSC3=NS(=O)(=O)CCN23)c1 | -8% | -18% | -4% | -4% | 3% | 2% | -2% | -29%
CC(C)COP(=O)(c1ccc(N(C)C)cc1)C(O)c1ccccc1F (stereo not given) | 3% | -1% | 6% | -11% | 1% | 2% | 10% | 4%
Cc1ccc(N=C2NC(=O)CS2)cc1 | 8% | -2% | -4% | 47% | -6% | -1% | 12% | 1%
COc1ccc2c(c1)c1nc(SCC(C)C)n(CCO)c(=O)c1n2C | ? | 6% | 12% | -13% | 5% | ? | -8% | 3%
Cc1cc2cc(CNC(=O)c3ccc(S(=O)(=O)N4CCCC4)cc3)ccc2n1C | 20µM* | -3% | -1% | -32% | -8% | ? | -84% | -14%
O=C(NC(=S)Nc1ccc(NC(=O)c2ccco2)cc1)c1ccccc1 | ? | 1% | -12% | -10% | 9% | ? | 9% | 4%
N#Cc1c(SCC(=O)N2CCOCC2)nsc1SCC(=O)N1CCOCC1 | 5% | -5% | 7% | -10% | -5% | -6% | 8% | 9%
CCOC(=O)c1cn(Cc2ccc(C)cc2)nn1 | -8% | -5% | 9% | 8% | -2% | 1% | 8% | -2%
CC(Sc1nnnn1C)C(=O)Nc1ccccc1-c1ccccc1 (stereo not given) | 0% | 16% | -10% | -9% | -3% | 0% | -3% | -4%
Cc1ccccc1N1CCN(C(=S)c2ccc([N+](=O)[O-])cc2)CC1 | ? | 9% | 0% | -6% | -13% | 12% | 2% | -5%
CC(C)C(=O)NN(C(=O)C(C)C)c1nc2ccccc2s1 | . | -5% | 1% | . | . | 0% | 6% | -11%
N/C(=N\S(=O)(=O)c1cccs1)c1ccccc1 | 8% | -7% | 2% | 15% | -4% | 4% | 5% | -9%
CN(CC(=O)Nc1ccc(Cl)cc1)c1ccc(S(=O)(=O)N2CCCCC2)cc1[N+](=O)[O-] | 11µM* | -5% | -11% | -32%[inhibitor] | ? | -2% | -12% | -7%
Clc1ccc(Nc2c3c(nc4ncnn24)CCC3)cc1 | . | -7% | -2% | . | . | 2% | 5% | -4%
